# Furin inhibitor – human furin inhibition; P09958; purified furin, fluorogenic substrate cleavage; inhibition, % at 30 µM; 220,000 tested, 0.061% active; AID 463115; in the data active means inhibition above about 25%; further: inactives centre near -15
# Target sequence (P09958 108-714 limits assumed): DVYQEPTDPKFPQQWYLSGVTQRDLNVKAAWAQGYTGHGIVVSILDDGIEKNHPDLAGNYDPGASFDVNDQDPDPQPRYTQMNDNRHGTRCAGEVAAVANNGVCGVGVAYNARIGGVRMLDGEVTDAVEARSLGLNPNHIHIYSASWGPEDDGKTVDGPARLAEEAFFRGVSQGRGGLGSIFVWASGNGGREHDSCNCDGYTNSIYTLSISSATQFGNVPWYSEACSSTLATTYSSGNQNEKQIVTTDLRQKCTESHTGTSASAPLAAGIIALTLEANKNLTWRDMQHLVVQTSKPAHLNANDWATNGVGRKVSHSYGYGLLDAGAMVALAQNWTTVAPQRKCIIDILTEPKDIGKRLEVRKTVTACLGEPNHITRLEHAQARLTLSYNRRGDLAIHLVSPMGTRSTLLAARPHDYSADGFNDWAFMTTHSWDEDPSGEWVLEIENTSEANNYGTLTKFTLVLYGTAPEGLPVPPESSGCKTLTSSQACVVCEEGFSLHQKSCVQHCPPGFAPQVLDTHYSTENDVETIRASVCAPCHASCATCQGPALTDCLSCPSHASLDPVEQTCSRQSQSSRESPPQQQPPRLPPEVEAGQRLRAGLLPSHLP
# RBBP9 inh – human RBBP9 hydrolase inhibition. 220,000 tested, 0.2% active. recombinant RBBP9, FP-Rh probe fluorescence polarization. inhibition, % at 7.94 µM. AID 1515. O75884;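 active means inhibition above the campaign mean of all tested compounds plus 3 SD, cut at about 14% in these data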;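 further: plate controls were DMSO wells with RBBP9 for no effect and wells lacking RBBP9 protein for full effect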
#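 Measured by: FP readout at 525/598 nm; material: recombinant human RBBP9; also added: Serine-hydrolase probe FP-Rh, 375 nM pre-mixing; medium: Tris buffer pH 8.0, NaCl, Pluronic; replication: one well per compound; doses: one concentration, 7.94 µM nominal, 0.794% DMSO; timing: preincubation 30 min plus labeling 45 min at 25 °C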
# BaF3 tox – counter-screen for JAK2V617F inhibitors: parental Ba/F3 viability inhibitors | CellTiter-Glo ATP luminescence | inhibition, % at 5.6 µM | 220,000 tested, 1.1% active | AID 1486;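 active means inhibition above a per-campaign cutoff, the mean inhibition of all tested compounds plus 3 SD, cut at about 27% in these data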;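 further: 0% = DMSO wells and 100% = JAK Inhibitor I control wells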
# Ba/F3 V617F tox – lowers viability of Ba/F3 cells expressing EpoR and JAK2V617F. 220,000 tested, 1.1% active. AID 1446. inhibition, % at 5.6 µM. ATP luminescence;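 active means inhibition above the campaign mean plus 3 SD over all tested compounds, cut at about 24% in these data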;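 further: cytokine-independent growth of Ba/F3 cells driven by EpoR plus mutant JAK2; 0% = DMSO-treated cells and 100% = JAK inhibitor I control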
# NCF1 inh – p47phox (human) inhibition; P14598; p47phox/p22phox peptide binding, fluorescence polarization, 2 h; inhibition, % at 24.7 µM; 220,000 tested, 0.53% active; AID 1274;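 active means inhibition above about 30%, limit read from the data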;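 further: 0% = p47phox with labelled peptide and 100% = labelled peptide alone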
# Target sequence (P14598 whole entry, looked up): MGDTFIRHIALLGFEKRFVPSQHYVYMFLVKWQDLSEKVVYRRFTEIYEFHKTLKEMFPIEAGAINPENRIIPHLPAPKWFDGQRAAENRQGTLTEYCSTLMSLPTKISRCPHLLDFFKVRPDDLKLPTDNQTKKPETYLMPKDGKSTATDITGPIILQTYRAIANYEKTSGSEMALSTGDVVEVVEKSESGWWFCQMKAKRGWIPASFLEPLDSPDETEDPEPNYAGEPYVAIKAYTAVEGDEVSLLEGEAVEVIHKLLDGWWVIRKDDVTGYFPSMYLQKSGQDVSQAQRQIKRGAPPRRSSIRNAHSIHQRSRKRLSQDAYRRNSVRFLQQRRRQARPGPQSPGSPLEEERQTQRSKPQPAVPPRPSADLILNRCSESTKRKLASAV
# PPC-1+TRAIL kill – PPC-1 cancer cell killing with TRAIL present. PPC-1 cells + TRAIL, ATPLite viability luminescence. cell killing (% activity), % at 4 µM. 220,000 tested, 0.41% active;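 active means cell killing above 50% in the first pass at 4 µM, then a duplicate retest at 5 µM averaging 50% or more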;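 further: plate controls were cells with TRAIL plus DMSO for no effect and medium-only wells lacking cells for full effect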
# EP2 antag – inhibitors of human EP2 prostaglandin E2 receptor; C6 glioma cells expressing human EP2, cAMP TR-FRET; cells stimulated with saturating PGE2; inhibition, % at 25 µM; 260,000 tested, 0.52% active; AID 1422;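 active means percent inhibition above 40 after rounding to a whole number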;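 further: rat C6 glioma host cells with rolipram phosphodiesterase inhibitor present; the protocol text gives 20 µM as final concentration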
# TbHK1 inh – T. brucei hexokinase 1 inhibition. 220,000 tested, 0.11% active. AID 1430. recombinant TbHK1, G6PDH-coupled NADH A340. inhibition, % at 10 µM;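 active means inhibition of 50% or more in the single-dose primary screen; inactive means inhibition below 50%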
# p97 inhibitor – inhibitors of human p97 ATPase; P55072; recombinant p97 ATPase, Kinase-Glo ATP luminescence, 3 h; inhibition, % at 8 µM; 220,000 tested, 0.42% active; AID 1481; in the data active means inhibition above about 15%;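 further: 0% = DMSO vehicle and 100% = wells lacking enzyme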
# * = called active by the depositor; . = no result given; & = joins results of further samples; [ ] = dose if it differs, or a comment. An excerpt (hit frequency here may not be typical).
# Start of the listing, in advance (three entries):
(1) CC(=O)Nc1ccc(NC(=O)c2ccc([N+](=O)[O-])cc2Cl)cc1
(2) Cc1cc(C)n2nc(SCc3nnc(-c4ccccc4Br)o3)nc2n1
(3) CC(C(=O)Nc1ccc2c(c1)OCCO2)N1CCN(C(=O)c2ccco2)CC1 (stereo not given)

compound no.,1,2,3
Furin inhibitor,-26,-31,-21[20 µM]
RBBP9 inh,-2,0,7
BaF3 tox,3,10,1
Ba/F3 V617F tox,0,1,-7
NCF1 inh,-7,-9,11
PPC-1+TRAIL kill,13,-13,6
EP2 antag,5,3,8
TbHK1 inh,-4,0,-6
p97 inhibitor,5,3,4

# Results, previewed entries included:
(1) CC(=O)Nc1ccc(NC(=O)c2ccc([N+](=O)[O-])cc2Cl)cc1
(2) Cc1cc(C)n2nc(SCc3nnc(-c4ccccc4Br)o3)nc2n1
(3) CC(C(=O)Nc1ccc2c(c1)OCCO2)N1CCN(C(=O)c2ccco2)CC1 (stereo not given)
(4) COc1ccc(C(=O)Nc2ncc3c(n2)-c2ccccc2CC3)cc1
(5) COc1ccccc1NC(=O)Cn1cncc1-c1ccc([N+](=O)[O-])cc1
(6) CCC(C)Cn1c(O)cc2nn(-c3nc4ccccc4s3)c(=O)c-2c1C (stereo not given)
(7) COc1ccc(N2C(=O)CSC23CCCCC3)cc1
(8) O=C(CCN1C(=O)c2ccccc2C1=O)NC(=S)Nc1cccc(Cl)c1
(9) Cc1c(Cl)c([N+](=O)[O-])nn1CCCC(=O)NCCc1ccccc1
(10) CCOc1ccc(C(=O)Nc2cc(-c3nc4ccccc4[nH]3)ccc2C)cc1[N+](=O)[O-]

compound no.,1,2,3,4,5,6,7,8,9,10
Furin inhibitor,-26,-31,-21[20 µM],-18[20 µM],-11[20 µM],-27,-28[20 µM],-6[20 µM],-15,-15[20 µM]
RBBP9 inh,-2,0,7,-6,-3,-2,-7,-3,-6,-44
BaF3 tox,3,10,1,2,2,-8,3,6,1,3
Ba/F3 V617F tox,0,1,-7,-4,-1,-1,-2,1,2,-1
NCF1 inh,-7,-9,11,-7,4,-18,-12,-1,-2,-21
PPC-1+TRAIL kill,13,-13,6,18,4,56*[5 µM],29,8,3,12
EP2 antag,5,3,8,14,.,6,3,18,3,16
TbHK1 inh,-4,0,-6,1,-11,-10,-1,0,1,-1
p97 inhibitor,5,3,4,2,10,-23,1,3,-5,8

(11) COc1cccc(NC(=O)c2nnn(Cc3ccc(Br)cc3F)c2N)c1
(12) CCc1ccc(S(=O)(=O)Nc2ccc(N3CCN(C)CC3)cc2)cc1
(13) COc1ccc(NC(=O)c2ccccc2-c2ccc(C(F)(F)F)cc2)cc1S(=O)(=O)N1CCOCC1
(14) CCC(C)NC(=O)c1ccccc1C(=O)NC(C)CC (stereo not given)
(15) CCC(=O)Nc1nnc(CSCc2ccccc2)s1
(16) Cc1ccccc1-c1nc(C#N)c(NCc2ccco2)o1
(17) Cc1cccc(NC(=O)CSc2nnc(C)n2Cc2ccccc2)c1
(18) COc1ccc(C(=O)N2CC3(C)CC2CC(C)(C)C3)cc1OC (stereo not given)
(19) COCCN(C(=O)c1cccc(OC)c1)c1nnc(-c2ccncc2)s1
(20) O=C(O)c1cccc2c1C(=O)c1ccccc1-2

compound no.,11,12,13,14,15,16,17,18,19,20
Furin inhibitor,-3,-17,-18,24[20 µM],-8,-24,-18[20 µM],-14[20 µM],-34,-15
RBBP9 inh,-2,6,-1,-2,4,-4,7,0,-7,-4
BaF3 tox,7,4,4,2,5,11,4,0,4,1
Ba/F3 V617F tox,0,-3,0,-2,2,1,-2,-5,-2,-6
NCF1 inh,-6,-1,-7,-3,-6,-20,-9,-1,4,-11
PPC-1+TRAIL kill,3,8,25,0,14,7,2,-9,21,-9
EP2 antag,12,10,7,6,14,6,5,13,9&30,18
TbHK1 inh,-5,-3,-3,-5,40,2,-1,1,4,-9
p97 inhibitor,1,9,4,3,0,5,-2,2,3,8

# Excerpt: compounds 11 to 14
(11) COc1cccc(NC(=O)c2nnn(Cc3ccc(Br)cc3F)c2N)c1
(12) CCc1ccc(S(=O)(=O)Nc2ccc(N3CCN(C)CC3)cc2)cc1
(13) COc1ccc(NC(=O)c2ccccc2-c2ccc(C(F)(F)F)cc2)cc1S(=O)(=O)N1CCOCC1
(14) CCC(C)NC(=O)c1ccccc1C(=O)NC(C)CC (stereo not given)

compound no.,11,12,13,14
Furin inhibitor,-3,-17,-18,24[20 µM]
RBBP9 inh,-2,6,-1,-2
BaF3 tox,7,4,4,2
Ba/F3 V617F tox,0,-3,0,-2
NCF1 inh,-6,-1,-7,-3
PPC-1+TRAIL kill,3,8,25,0
EP2 antag,12,10,7,6
TbHK1 inh,-5,-3,-3,-5
p97 inhibitor,1,9,4,3

# (next part)
(21) NC1=NC2(CCCCC2)N(c2ccc(F)cc2F)C(N)=N1
(22) CCn1cc(C(=O)NCc2ccc(C)o2)c2cc(OC)c(OC)cc2c1=O
(23) Cc1ccccc1CSCCNC(=O)CCSc1ccccc1
(24) Cc1ccc(-n2cnc3c(sc4nc(N5CCOCC5)c5c(c43)CCCC5)c2=O)cc1
(25) COc1c(OC(C)=O)ccc(/C=N\NC(=O)c2ccc(Br)cc2)c1[N+](=O)[O-]
(26) CCO[C@H]1OC(C(=O)NCc2nc3ccccc3[nH]2)=C[C@@H](C2CC2)[C@@H]1CCCO
(27) CCCCNC(=O)c1nc2ncc(Br)cn2n1
(28) O=C(Cc1ccc(Br)cc1)NC1CCCCC1
(29) O=[N+]([O-])c1ccc(O)c(Nc2ncnc3ccccc23)c1
(30) CCN1C(=O)c2cccc3c(S(=O)(=O)NCCCN4CCOCC4)ccc1c23

compound no.,21,22,23,24,25,26,27,28,29,30
Furin inhibitor,-32,-19,-11,-21,-26,-32,-20[20 µM],-18[20 µM],-14,-24
RBBP9 inh,-6,-6,-2,-5,-4,1,-11,5,1,-4
BaF3 tox,5,3,-2,1,6,73*,8,5,5,1
Ba/F3 V617F tox,-1,3,-5,-2,0,74*,4,4,0,-1
NCF1 inh,-8,3,0,-10,-11,.,-17,-12,-4,2
PPC-1+TRAIL kill,13,18,0,-9,1,-9,14,-8,24,-13
EP2 antag,9&8,12,9,7,10,8,3,5,9,17
TbHK1 inh,2,-10,0,-27,-20,-3,-1,-8,-6,-26
p97 inhibitor,6,-5,-3,-1,2,5,-3,-2,0,1

(31) O=C(COC(=O)[C@@H]1CC(O)CN1S(=O)(=O)c1ccc([N+](=O)[O-])cc1)NC12CC3CC(CC(C3)C1)C2 (stereo not given in full)
(32) COCCSc1ccccc1C(=O)Nc1nncs1
(33) Cc1cccc(OCC(=O)Nc2ccc3c(c2)nc(CCN2CCN(C)CC2)n3C)c1
(34) CCOc1ccc(NC(=O)c2ccc(NC(=O)COC(=O)Cc3ccc(OC)cc3)cc2)cc1
(35) CCCC1=C(C(=O)OCC)C(c2ccncc2)n2ncnc2N1 (stereo not given)
(36) Cc1cc2nnc(SCC(=O)N3CCN(c4ccccc4)CC3)n2c(N)n1
(37) CC(/C=N/Nc1nnc2c(n1)[nH]c1ccccc12)=C\c1ccco1
(38) CN(C1CCCCC1)S(=O)(=O)c1ccc2c(c1)c(=O)c(C(=O)NCCN1CCCC1)cn2C
(39) O=C(Nc1ccc2nc(-c3cccs3)[nH]c2c1)c1ccco1
(40) Cc1cc(C(=O)OCC(=O)N2CC(=O)Nc3ccccc32)c(C)n1-c1ccccc1

compound no.,31,32,33,34,35,36,37,38,39,40
Furin inhibitor,0,-17[20 µM],-13,-23,-18[20 µM],-2[20 µM],-3[20 µM],-21,-28[20 µM],-11
RBBP9 inh,-1,3,-5,-3,-8,-13,-2,1,-3,-2
BaF3 tox,0,3,7,4,0,1,4,8,-1,6
Ba/F3 V617F tox,-1,0,4,0,-4,4,3,-2,-3,6
NCF1 inh,-2,-14,-5,-3,-10,-9,9,51*,-13,-10
PPC-1+TRAIL kill,-7,3,4,26,-12,-23,12,9,11,20
EP2 antag,5,9&10,11,5,6,8,6,5,11,2
TbHK1 inh,-7,-1,0,2,-5,3,-11,-12,-39,5
p97 inhibitor,-1,6,1,5,2,-7,5,-2,12,-7

# Random excerpt: 3 records from the list.
(32) COCCSc1ccccc1C(=O)Nc1nncs1
(33) Cc1cccc(OCC(=O)Nc2ccc3c(c2)nc(CCN2CCN(C)CC2)n3C)c1
(38) CN(C1CCCCC1)S(=O)(=O)c1ccc2c(c1)c(=O)c(C(=O)NCCN1CCCC1)cn2C

compound no.,32,33,38
Furin inhibitor,-17[20 µM],-13,-21
RBBP9 inh,3,-5,1
BaF3 tox,3,7,8
Ba/F3 V617F tox,0,4,-2
NCF1 inh,-14,-5,51*
PPC-1+TRAIL kill,3,4,9
EP2 antag,9&10,11,5
TbHK1 inh,-1,0,-12
p97 inhibitor,6,1,-2

# Other records.
(41) CCOc1cc2c3c(c1)C(C)=CC(C)(C)N3C(=O)C2=O
(42) CN(C(=O)CSc1nnc(-c2ccccc2)o1)c1c(N)n(Cc2ccccc2)c(=O)[nH]c1=O
(43) Cc1[nH]nc(NCCO)c1[N+](=O)[O-]
(44) CCCCCCC(=O)NNC(=O)c1c(O)c2ccccc2n(CC)c1=O
(45) CCCCOC(=O)Nc1ccc(C(=O)OC)cc1
(46) CCNS(=O)(=O)c1c(C)cc(C)c(N(C)S(=O)(=O)c2ccccc2)c1C
(47) CC(C)CCNCC(=O)NC(c1ccccc1)c1ccccc1
(48) COc1ccc(C(=O)n2nc(C)cc2C)cc1OC
(49) CCc1cc(C=NC2CCCCC2)c(O)s1

compound no.,41,42,43,44,45,46,47,48,49
Furin inhibitor,-28,-14,-26,-13,-27,-21,-34,-23[20 µM],-22
RBBP9 inh,-9,-10,-5,-6,-4,6,-1,-6,-10
BaF3 tox,0,6,3,8,5,1,-3,1,4
Ba/F3 V617F tox,-3,1,-4,2,1,-1,-3,-2,1
NCF1 inh,3,3,-1,-14,-10,5,4,2,-14
PPC-1+TRAIL kill,9,17,0,-8,-3,-6,4,-7,-1
EP2 antag,13,8,1,9,6,8,4,7,.
TbHK1 inh,-2,-3,-10,-2,2,-2,4,-1,-5
p97 inhibitor,4,0,6,4,3,1,2,-2,-2
